VIM-2 inh: VIM-2 metallo-beta-lactamase inhibitors, primary screen, biochemical, epi-absorbance readout, Pseudomonas aeruginosa enzyme. purified VIM-2, nitrocefin hydrolysis, epi-absorbance fluorescence. 0.89% of 290,000 active. AID 1527, 2009. inhibition, % at 5.6 µM;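 active = inhibition above the mean of all tested compounds plus 3 SD, cutoff set per screening run, cut at about 7.5% in these data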;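 note: red hydrolysis product quenches plate fluorescence so inhibitors raise well fluorescence; 0% = enzyme with DMSO and 100% = DMSO without enzyme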
NS3 helicase inh: inhibitors of HCV NS3 helicase, primary screen, biochemical, Cy5 molecular beacon fluorescence; inhibition, % at 10.9 µM; NS3 helicase DNA unwinding; 0.56% of 290,000 active;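 active = inhibition above the mean of all tested compounds plus 3 SD, set per campaign, cut at about 35% in these data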;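 note: 0% = DMSO wells and 100% = thioflavine S control wells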
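Test system: hepatitis C virus NS3 helicase domain fragment enzyme. Also added: annealed dual-labelled DNA beacon duplex, ATP-started. Timing: 60 min unwinding reaction at 25 °C after ATP addition. Technique: Cy5 fluorescence. Measure: % inhibition of unwinding.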
FID counter: compounds displacing fluorescent DNA intercalator, primary screen, artefact control for HCV NS3 helicase inhibitor project, biochemical, FID fluorescence | DNA fluorescent intercalator displacement | inhibition, % at 7.9 µM | 0.17% of 290,000 active | AID 1845, 2009; in the data active = inhibition above about 37%;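 note: 0% = vehicle and 100% = reference compound; higher means more ethidium bromide displaced from hairpin DNA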
PHOSPHO1 block: PubChem AID 1565; Phosphoethanolamine/phosphocholine phosphatase (Homo sapiens), Q8TCT1; recombinant PHOSPHO1, absorbance phosphatase assay; inhibition, % at 13.3 µM; 1.1% of 290,000 active; in the data active = inhibition above about 60%
IMP-1 inhibitor: IMP-1 metallo-beta-lactamase inhibitors, primary screen, biochemical, epi-absorbance readout, Pseudomonas aeruginosa enzyme. 0.45% of 290,000 active. purified IMP-1, nitrocefin hydrolysis, epi-absorbance fluorescence. inhibition, % at 5.6 µM;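 active = inhibition above the mean plus 3 SD of all compounds in the same screening run, cut at about 4.5% in these data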;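 note: 0% = IMP-1 with DMSO and 100% = DMSO wells lacking enzyme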
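Assay system: purified IMP-1; Quantity: IMP-1 0.2 nM before substrate addition; Medium: HEPES buffer pH 7.1 with ZnSO4 and Brij 35; Incubation: 15 min enzyme–compound preincubation, then 25 min nitrocefin reaction, 25 °C; Signal: fluorescence quenching readout, ex 480/em 530 nm; Controls: DMSO with and without IMP-1; Repeats: singlicate testing.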
p-CIP stab down: p/CIP-EGFP fusion destabilizers, primary screen, fluorescence, F442A cells; Q05BA5; 16 h; decrease of EGFP signal, % at 10 µM; 0.01% of 290,000 active;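 active = EGFP signal decrease of at least 30% at 10 µM or well 3 SD below plate mean, unless failing retest; inactive = the rest, including hits failing retest or dose response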; note: some compounds called inactive have numbers as strong as hits; many of its hits are not listed in these tables
Target sequence (Q05BA5 1-1403): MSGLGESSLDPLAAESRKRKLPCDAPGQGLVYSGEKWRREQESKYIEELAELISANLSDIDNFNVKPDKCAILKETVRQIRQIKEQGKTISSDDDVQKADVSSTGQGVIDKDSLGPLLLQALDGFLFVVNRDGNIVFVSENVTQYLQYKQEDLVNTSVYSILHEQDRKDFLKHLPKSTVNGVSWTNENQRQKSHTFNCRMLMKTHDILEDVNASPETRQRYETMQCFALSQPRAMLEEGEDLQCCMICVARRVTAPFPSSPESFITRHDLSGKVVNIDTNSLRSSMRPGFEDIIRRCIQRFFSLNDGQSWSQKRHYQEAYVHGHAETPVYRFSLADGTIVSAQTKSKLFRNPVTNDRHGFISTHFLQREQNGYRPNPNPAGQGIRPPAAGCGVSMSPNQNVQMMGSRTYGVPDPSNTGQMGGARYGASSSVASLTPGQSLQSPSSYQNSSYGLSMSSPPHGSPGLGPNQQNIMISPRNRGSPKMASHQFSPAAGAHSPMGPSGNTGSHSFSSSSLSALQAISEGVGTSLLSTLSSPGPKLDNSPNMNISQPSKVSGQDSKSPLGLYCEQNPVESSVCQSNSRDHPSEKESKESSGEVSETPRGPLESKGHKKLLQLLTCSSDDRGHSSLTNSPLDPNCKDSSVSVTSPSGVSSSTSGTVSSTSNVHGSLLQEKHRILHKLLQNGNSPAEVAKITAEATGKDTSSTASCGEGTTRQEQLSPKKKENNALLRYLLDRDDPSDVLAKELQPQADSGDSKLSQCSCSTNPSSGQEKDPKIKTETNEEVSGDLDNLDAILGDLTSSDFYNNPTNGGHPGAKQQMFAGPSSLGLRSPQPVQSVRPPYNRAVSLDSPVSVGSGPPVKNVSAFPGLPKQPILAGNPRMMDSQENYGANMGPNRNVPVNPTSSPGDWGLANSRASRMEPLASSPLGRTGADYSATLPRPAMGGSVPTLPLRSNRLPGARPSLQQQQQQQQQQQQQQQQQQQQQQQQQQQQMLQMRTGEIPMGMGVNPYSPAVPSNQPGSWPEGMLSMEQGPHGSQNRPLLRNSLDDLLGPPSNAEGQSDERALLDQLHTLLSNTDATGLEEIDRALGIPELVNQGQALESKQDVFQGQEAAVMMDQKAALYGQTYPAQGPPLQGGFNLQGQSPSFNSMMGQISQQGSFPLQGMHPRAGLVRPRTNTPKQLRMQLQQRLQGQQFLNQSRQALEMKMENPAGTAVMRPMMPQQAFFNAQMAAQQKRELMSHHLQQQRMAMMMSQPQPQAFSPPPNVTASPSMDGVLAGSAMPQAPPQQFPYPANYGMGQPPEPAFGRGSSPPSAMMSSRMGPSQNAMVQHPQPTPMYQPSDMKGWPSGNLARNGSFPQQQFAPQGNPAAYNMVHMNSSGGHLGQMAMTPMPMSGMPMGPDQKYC
SUMO HTRF inh: inhibitors of in vitro SUMOylation cascade, primary screen, biochemical, HTRF, uHTS | SUMO-conjugating enzyme UBC9 (Homo sapiens), P63279 | HTRF SUMOylation assay, SAE1/SAE2 + UBC9 | inhibition, % at 35 µM | 0.36% of 290,000 active | AID 2006, 2009; in the data active = inhibition above about 50%, passing the limit was not always enough; note: strong numbers were not always called active
MEKK3 PB1 HTS: modulators of MEKK3-MEK5 PB1 binding, primary screen, biochemical, wildtype MEKK3, multiplex bead flow cytometry, Alexa488-MEK5. bead-based flow cytometry, Alexa488-MEK5 binding to MEKK3; actives lie on both sides; 0 = blocked by unlabeled MEK5, 100 = vehicle. AID 1529, 2009. Mitogen-activated protein kinase kinase kinase 3 (Homo sapiens), Q99759. 1.4% of 290,000 active. binding response (% of control), % at 10 µM;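 active = binding response more than 3 SD above or below the average of its plate-row segment, actives on both sides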;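 note: Alexa488 bead fluorescence after subtracting the streptavidin-only scavenger bead signal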
IDE cell activ: human IDE activators in live cells, primary screen, fluorescence polarization, HEK cells, FAbeta-B substrate; AID 493087, 2011; FAbeta-B cleavage; 0% vehicle, 100% cell-free pure enzyme wells; activation, % at 5.96 µM; 0.073% of 340,000 active;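 active = activation above the mean of all tested compounds plus 3 SD, set per screening campaign, cut at about 17% in these data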
Starred values were filed as active, the others as inactive; · = not tested or not shown. Not all compounds are listed. The share of hits here may be higher or lower than overall.

SMILES	VIM-2 inh	NS3 helicase inh	FID counter	PHOSPHO1 block	IMP-1 inhibitor	p-CIP stab down	SUMO HTRF inh	MEKK3 PB1 HTS	IDE cell activ
O=C(Cn1nc(C(=O)O)c2ccccc2c1=O)Nc1cc(Cl)cc(Cl)c1	-1.1	5	-3	-6	-2.2	19	16	103	6
Cc1ccc(NCc2nc3ccccc3n2C)c(C)c1	-4.5	-7	-17	51	-2.2	-2	7	105	1
Cc1ccc(S(=O)(=O)N(C)c2ccc3sc(C)nc3c2)cc1	-4.5	6	-16	32	-2.7	-9	3	88	2
CCOc1ccccc1N1Cc2ccccc2C1	-1.3	9	-3	6	-2.5	-4	10	·	7
Cc1ccc(CN2CCN(Cc3cnc(N4CCOCC4)s3)CC2CCO)o1 (stereo not given)	-3.3	-1	-3	40	-1.6	-25	0	122	2
CCc1c(C(=O)Nc2ccccc2C(N)=O)csc1C	-0.8	-1	-6	-10	0.0	-7	4	98	0
O=C(O)c1cc(NN=Nc2cccc(S(=O)(=O)O)c2)cc([N+](=O)[O-])c1	-3.3	8	-1	46	-2.8	-9	15	108	0
CC(CC(=O)Nc1nnc(C(C)(C)C)s1)c1ccccc1 (stereo not given)	-2.2	-2	-23	-18	-1.2	-7	8	105	4
COc1cc([N+](=O)[O-])ccc1NC(=O)C1C2C=CC(C2)C1C(=O)O (stereo not given)	-1.9	3	2	34	-2.6	-5	4	103	5
CCCCOC(=O)CSc1nc(N)c(C#N)c(-c2ccc(OCC)cc2)c1C#N	1.8	-1	0	-8	-1.6	9	-14	115	3
O=c1c2ccccc2nc(SCc2cn3ccsc3n2)n1-c1ccccc1	-3.4	-5	-21	16	-1.4	6	-15	101	-7
CSCCC(NS(=O)(=O)c1ccc2c(c1)oc(=O)n2C)C(=O)NCc1ccccc1 (stereo not given)	-2.2	5	-15	37	-3.1	5	16	100	8
CC1=C(C(=O)OCC2CCCO2)C(c2coc3ccccc3c2=O)C2=C(CCCC2=O)N1 (stereo not given)	-1.8	-6	-19	-10	-2.1	-9	21	100	2
COc1ccc(CCNC(=O)CN(c2ccc(OC)c(OC)c2)S(=O)(=O)c2ccccc2)cc1OC	-1.4	2	-39	13	0.1	-8	0	103	4
COc1ccc(-c2csc3nc(-c4ccc(C)cc4)oc(=O)c23)cc1OC	-2.8	-4	-2	44	-1.4	2	4	79	0
CCCCN(C(=O)CCCSc1nc2ccccc2[nH]1)c1c(N)n(Cc2ccccc2)c(=O)[nH]c1=O	-1.4	-4	-26	5	-2.8	-15	-2	108	5
COc1ccccc1N1CCN(C(=O)COc2cc(C)cc(C)c2)CC1	-0.6	-7	-36	12	1.1	8	-2	102	1
O=[N+]([O-])c1cccc(S(=O)(=O)N2CCN(c3ccccn3)CC2)c1	-1.1	7	-5	54	-1.5	-7	0	105	1
COc1ccc(S(=O)(=O)N2CCC(C(N)=O)CC2)c2ccccc12	-4.8	1	3	12	-3.6	-6	-3	107	-2
Cc1ccc(-n2nnnc2SCc2ccccn2)cc1C	-1.0	-10	-15	10	-4.0	-10	-16	·	4
COc1ccc(CNS(=O)(=O)NCc2ccccc2)cc1	0.4	5	-5	16	-1.3	-5	5	109	2
O=C(NCCN1CCCCC1)c1c(O)c2ccccc2[nH]c1=O	-0.4	18	4	-12	-4.3	0	25	113	7
CCOCCCn1c(SCC(=O)Nc2ccc(C(N)=O)cc2)nc2ccccc2c1=O	-1.6	4	-13	-2	-1.3	1	-15	97	-4
Cc1cc(NC(=O)/C=C/c2cccc(Cl)c2)n(-c2nc3ccccc3[nH]2)n1	-1.2	10	-1	-4	-3.5	-12	-15	102	8
CCN(CC)c1ccc(C2C(C(=O)OCCOC)=C(C)NC3=C2C(=O)CCC3)cc1 (stereo not given)	-3.3	-1	-2	6	-3.5	-2	1	107	7
COc1c(Cl)cc(Cl)cc1CNCCNCC(C)O (stereo not given)	0.0	-4	12	14	-2.3	-12	-5	75	0
O=C(NCc1csc(-c2cccs2)n1)C1CCC1	-2.5	-11	-3	7	-1.6	-6	27	103	-2
CC1COc2ccccc2N1C(=O)c1ccc(Cl)cc1 (stereo not given)	-2.4	-2	-16	·	-2.9	-7	6	96	1
CCc1ccc(C(=O)N2CCN(c3ccc(F)cc3)CC2)s1	0.1	-3	-27	10	-2.3	-16	-9	100	-6
CC(=O)c1cnc2cc(C)nn2c1C	-2.4	2	-2	-7	-2.2	-2	-8	97	1

Retrieved by structure from the list above:
SMILES	VIM-2 inh	NS3 helicase inh	FID counter	PHOSPHO1 block	IMP-1 inhibitor	p-CIP stab down	SUMO HTRF inh	MEKK3 PB1 HTS	IDE cell activ
O=C(NCCN1CCCCC1)c1c(O)c2ccccc2[nH]c1=O	-0.4	18	4	-12	-4.3	0	25	113	7
O=C(O)c1cc(NN=Nc2cccc(S(=O)(=O)O)c2)cc([N+](=O)[O-])c1	-3.3	8	-1	46	-2.8	-9	15	108	0
CC(=O)c1cnc2cc(C)nn2c1C	-2.4	2	-2	-7	-2.2	-2	-8	97	1

Continued:
SMILES	VIM-2 inh	NS3 helicase inh	FID counter	PHOSPHO1 block	IMP-1 inhibitor	p-CIP stab down	SUMO HTRF inh	MEKK3 PB1 HTS	IDE cell activ
O=C(c1ccccc1)C1CCN(C(=O)c2ccc(Cl)cc2)CC1	-3.3	8	-35	18	-4.2	-21	-7	106	1
CC(C)CC(c1nnnn1CCc1ccccc1)N1CCC(C(N)=O)CC1 (stereo not given)	2.4	10	-24	-9	2.1	1	14	96	4
Oc1ccccc1-c1n[nH]c(=S)n1Cc1ccccc1	13*	-8	-12	·	-2.6	-5	2	98	-10
O=S(=O)(Nc1ccc2c(c1)OCCO2)c1ccc2oc3ccccc3c2c1	-2.6	-20	-6	4	-0.7	-6	1	106	4
CCCOc1ccc(C(=O)Nc2ccc(S(=O)(=O)Nc3cc(C)nc(C)n3)cc2)cc1	-3.8	-8	-25	51	-1.1	-1	24	94	-6
CCN(CC)C(=O)c1sc2c(c1C)c(=O)n(-c1ccc(C)c(C)c1)c(=O)n2CC(=O)NCC1CCCO1 (stereo not given)	0.5	-4	-19	3	-1.3	2	11	102	4
O=C1/C(=C\c2cccc([N+](=O)[O-])c2O)SC(=S)N1Cc1ccccc1	0.8	35	17	31	-5.4	-19	30	96	-6
O=S(=O)(c1ccc(NC(=S)N/N=C/c2ccc(O)c(O)c2)cc1)N1CCOCC1	3.5	-7	-2	20	-1.8	-9	15	98	7
Oc1ccc(-c2nc3ncccn3c2Nc2ccc3c(c2)OCO3)cc1	0.0	-5	-4	10	1.9	-9	13	99	-1
Clc1ccc(-c2nc3ccccc3n2OCc2ccccc2)cc1	-2.4	-1	-2	-7	-1.9	-11	-37	103	3
COc1ccccc1OCC(=O)NCC1CCCN(Cc2cnn(C)c2C)C1 (stereo not given)	-1.1	5	-2	23	-2.9	-11	6	107	3
CC(NC(=O)/C=C/c1cnc2ccccc2n1)C12CC3CC(CC(C3)C1)C2 (stereo not given)	0.4	10	-24	-1	-1.6	3	-14	134*	-1
CN(C)c1ccc(/C=C/C(O)=C2/C(=O)N(C)C3(C)CC2c2ccccc2O3)cc1 (stereo not given)	-1.6	6	-3	59	-6.6	-43	-3	96	·
CC1(C)CC(=O)C2=C(C1)NC(=O)CC2c1ccc(F)cc1 (stereo not given)	-1.4	-10	-1	18	-3.2	-6	17	101	1
N#CC1=C2C=Cc3ccccc3N2CCCC1=O	-1.4	-5	-4	17	-3.3	5	-33	104	2
CCOC(=O)c1ccc(Nc2cc(C)nc(C)c2C(=O)OCC)cc1	-2.0	-1	4	16	1.3	-5	13	105	-1
COc1cccc(OCc2cc(C(=O)NCC3CCCCC3)no2)c1	0.7	-1	-29	40	-2.2	5	5	101	-4
CC(C)NC(=S)N/N=C/c1c[nH]c2ccccc12	1.9	-4	6	21	-1.9	-4	-6	103	2
C=CCn1c(-c2cccc(OCC)c2)n[nH]c1=S	-0.1	0	-9	-45	-4.7	-5	-1	100	3
COc1ccc(-c2cc(C(F)(F)F)nc(SCCC(=O)NCc3ccccc3)n2)cc1	-3.5	-2	-3	-6	-4.0	-17	13	98	9
COc1cccc(NC(=O)CCC(=O)Nc2ccc3nc(N4CCOCC4)cc(C)c3c2)c1	-0.2	-13	4	26	-0.7	-13	-4	104	-1
O=C(NC1CCCC1)C1CCC(=O)N1C1CCCCC1 (stereo not given)	-1.2	-11	-2	9	-0.7	5	7	92	-2
COc1ccc(CCNC(=O)Cn2c(=O)n(-c3ccc(F)cc3F)c(=O)c3sccc32)cc1OC	-1.4	6	-10	2	-4.2	-4	9	94	3
O=C(CN1C(=O)C2C3C=CC(C3)C2C1=O)NCc1ccc2c(c1)OCO2 (stereo not given)	-0.7	-2	10	-7	-1.4	-2	22	102	-5
CC(C)C(NC(=O)C1CCCCC1)C(=O)NCCc1ccccc1 (stereo not given)	0.8	-9	-3	4	-1.7	-1	14	92	0
COCCCNC(=O)c1c(N)n(/N=C/c2cccs2)c2nc3ccccc3nc12	-3.9	-2	-2	16	-1.8	-4	18	87	6
O=S(=O)(NCc1cc(-c2ccccc2)no1)c1ccccc1	-2.3	-6	-12	0	-3.6	-10	-3	101	-2
CC(C)NC(=O)C(c1ccc(F)cc1)N(C(=O)CCC(=O)Nc1ccccn1)c1ccccc1F (stereo not given)	-2.4	-7	-36	26	-2.1	-16	13	102	4
COc1ccc(CNC(=O)CSc2nnc(NC(=O)c3ccccc3F)s2)cc1	6.0	-5	-10	28	-4.2	2	0	105	-1
COc1ccc(CN(CC(=O)NCc2ccc(F)cc2)C(=O)CCC(=O)Nc2ccccn2)cc1	-2.0	-4	-31	14	-2.2	40	4	100	-1
CCCCn1c(N)c(N(CC)C(=O)c2cc(OC)cc(OC)c2)c(=O)[nH]c1=O	-5.2	-16	1	-27	-2.4	23	0	106	8
Cc1ccc(/C=C/C(=O)O)cc1S(=O)(=O)N1CCc2ccccc21	-2.2	11	-31	15	-3.0	5	2	103	4
CCc1ccccc1N(CC(=O)Nc1cccc(N(C)S(C)(=O)=O)c1)S(C)(=O)=O	-4.7	1	-18	-25	-5.7	-13	0	98	2

Entries above shown as hits in VIM-2 inh.
canonical_smiles	VIM-2 inh	NS3 helicase inh	PHOSPHO1 block	IMP-1 inhibitor	p-CIP stab down	SUMO HTRF inh	MEKK3 PB1 HTS	IDE cell activ
Oc1ccccc1-c1n[nH]c(=S)n1Cc1ccccc1	13*	-8	·	-2.6	-5	2	98	-10

Structures shown so far with a furan ring, fused or not (two):
SMILES	VIM-2 inh	NS3 helicase inh	FID counter	PHOSPHO1 block	IMP-1 inhibitor	p-CIP stab down	SUMO HTRF inh	MEKK3 PB1 HTS	IDE cell activ
Cc1ccc(CN2CCN(Cc3cnc(N4CCOCC4)s3)CC2CCO)o1 (stereo not given)	-3.3	-1	-3	40	-1.6	-25	0	122	2
O=S(=O)(Nc1ccc2c(c1)OCCO2)c1ccc2oc3ccccc3c2c1	-2.6	-20	-6	4	-0.7	-6	1	106	4
